Mcl1 Noxa PPI = Mcl-1/Noxa interaction inhibition | inhibition, % at 21.7 µM | TR-FRET Mcl-1/Noxa peptide binding, 2 h | 220,000 tested, 1.5% active | Q07820;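 active means compounds that cut the protein-peptide binding signal by more than 50% relative to plate controls in a single-dose test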;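 further: His-tagged Mcl-1 with rhodamine Noxa BH3 peptide and terbium anti-His antibody; 0% = Mcl-1 plus Noxa peptide wells and 100% = peptide-only wells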
Target sequence (Q07820 whole entry, looked up): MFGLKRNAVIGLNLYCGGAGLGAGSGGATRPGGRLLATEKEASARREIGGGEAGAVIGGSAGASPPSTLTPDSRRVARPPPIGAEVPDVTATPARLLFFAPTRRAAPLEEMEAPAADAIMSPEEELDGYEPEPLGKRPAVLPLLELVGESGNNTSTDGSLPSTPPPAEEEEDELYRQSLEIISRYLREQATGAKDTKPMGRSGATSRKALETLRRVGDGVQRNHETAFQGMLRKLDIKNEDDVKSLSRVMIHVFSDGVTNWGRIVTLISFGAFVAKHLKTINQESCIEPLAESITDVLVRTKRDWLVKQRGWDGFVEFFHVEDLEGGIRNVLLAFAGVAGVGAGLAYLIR
Pf gametocyte = inhibitors of late stage P. falciparum gametocyte viability. P. falciparum stage V gametocytes, ATP luminescence, 24 h. inhibition, % at 10.9 µM. 150,000 tested, 0.065% active. AID 743093;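 active means inhibition above the mean plus 3 SD of compounds within the control limits, set per campaign, cut at about 38% in these data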;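 further: 0% = DMSO wells and 100% = medium only without gametocytes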
ABCG2 inh = inhibitors of human ABCG2 transporter, ABCB1 counter-screen; inhibition, % at 6.6 µM; Q9UNQ0; IgMXP3 cells, JC-1 efflux, flow cytometry; 190,000 tested, 0.1% active;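 active means inhibition above 80%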;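 further: 0% = DMSO and 100% = nicardipine control wells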
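Measure – % inhibition of efflux relative to nicardipine and DMSO · Test system – ABCG2 IgMXP3 and barcoded ABCB1 CCRF-Adr cell mix · Control set – nicardipine as high control, DMSO as low control · Compound – one concentration, 6.6 µM final · Signal – flow cytometry of retained JC-1 fluorescence · Timing – 10 min exposure at 25 °C with rotation, no wash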
Avidin fluor = compound fluoresces at 488/530 nm on avidin beads; 220,000 tested, 0.38% active; AID 1775; compound fluorescence 488/530 nm, flow cytometry; stronger effect = higher value; fluorescence (KMESF) at 10 µM; in the data active means fluorescence above about 47; further: inactives centre near 10
Rab7 wt modul = alters GTP binding to wildtype dog Rab7; GST-Rab7 beads, fluorescent GTP binding, flow cytometry; actives lie on both sides; untreated = 100%, excess cold GTP = 0%; GTP binding activity (percent of control), % at 10 µM; 190,000 tested, 0.055% active; AID 758;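 active means fluorescent GTP binding to Rab7 beads changed by at least 20 points from the 100% baseline, either direction, mostly lower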;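 further: median green fluorescence of bound Bodipy-FL-GTP per Rab7 bead population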
Rab2 wt GTP = changes GTP binding to wildtype dog Rab2A, up or down | 190,000 tested, 0.19% active | AID 760 | GST-Rab2 wt beads, Bodipy-GTP binding, flow cytometry | GTP binding activity, % at 10 µM | P61105;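 active means GTP binding activity at least 20 points away from 100%, either lowered or raised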;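 further: 0% = beads with excess unlabeled GTP and 100% = no-compound control corrected for plate trend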
ABCB1 block = human ABCB1 inhibition, ABCG2 as counter-screen; CCRF-Adr cells, JC-1 efflux, flow cytometry; AID 1326; P08183; 190,000 tested, 0.067% active; inhibition, % at 6.6 µM; in the data active means inhibition above about 40%;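 further: 0% = vehicle and 100% = reference inhibitor; higher value means more JC-1 retained so stronger ABCB1 efflux block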
HRas wt GTP bind = human HRas wildtype GTP binding, change in either direction; P01112; GST-Ras wt beads, Bodipy-FL-GTP binding, flow cytometry; actives lie on both sides; GTP binding activity, % at 10 µM; 190,000 tested, 0.14% active;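 active means GTP binding activity at least 20% away from the 100% baseline, either lowered as inhibitor or raised as activator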;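 further: 0% = unlabeled GTP competition control and 100% = no-compound control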
Target sequence (P01112 whole entry, looked up): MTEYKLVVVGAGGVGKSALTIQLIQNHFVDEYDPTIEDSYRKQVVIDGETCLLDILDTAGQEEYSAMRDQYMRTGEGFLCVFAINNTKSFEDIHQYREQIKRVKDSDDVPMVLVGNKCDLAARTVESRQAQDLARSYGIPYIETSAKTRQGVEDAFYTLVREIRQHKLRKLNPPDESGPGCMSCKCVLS
Rac1 wt modul = alters GTP binding to wildtype human Rac1; GTP binding activity (% of control), % at 10 µM; P63000; 190,000 tested, 0.27% active; GST-Rac1 beads, fluorescent GTP binding, flow cytometry; actives lie on both sides; 0 = cold GTP competed, 100 = untreated;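 active means GTP binding activity at least 20 points away from the 100% control level, either lower or higher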
Rac1 mut GTP = human Rac1 activated mutant GTP binding change; P63000; GST-Rac1 activated beads, fluorescent GTP binding, flow cytometry; actives lie on both sides; 100% means binding = to untreated wells; percent activity (GTP binding), % at 10 µM; 190,000 tested, 0.11% active; AID 764;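 active means GTP binding at least 20 percentage points away from the 100% baseline, in either direction, so actives lie on both sides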
Cdc42 wt = changes GTP binding to wildtype human Cdc42; P60953; GST-Cdc42 beads, Bodipy-GTP binding, flow cytometry; actives lie on both sides; percent activity (GTP binding), % at 10 µM; 190,000 tested, 0.2% active; AID 761;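 active means percent activity GTP binding at least 20 points away from the 100% baseline, either down as inhibitor or up as activator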;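 further: median bead fluorescence of bound Bodipy-FL-GTP at 100 nM; 0% = excess unlabeled GTP control and 100% = no compound control; below 100% means less GTP binding so inhibitor and above means activator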
Target sequence (P60953 whole entry, looked up): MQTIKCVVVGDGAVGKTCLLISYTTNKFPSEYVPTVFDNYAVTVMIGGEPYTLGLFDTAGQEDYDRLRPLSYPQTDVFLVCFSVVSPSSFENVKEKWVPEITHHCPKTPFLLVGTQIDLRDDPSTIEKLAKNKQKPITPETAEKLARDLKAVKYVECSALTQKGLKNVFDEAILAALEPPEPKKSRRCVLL
* = called active by the depositor.

What do the screens show for `COc1cccc(C(c2sc3ncnn3c2O)N2CCc3ccccc3C2)c1` (stereo unspecified)?
Mcl1 Noxa PPI: 25.8; ABCG2 inh: 1.5; Avidin fluor: 7; Rab7 wt modul: 100.0; Rab2 wt GTP: 100.0; ABCB1 block: 0.5; HRas wt GTP bind: 101.0; Rac1 wt modul: 108.0; Rac1 mut GTP: 100.0; Cdc42 wt: 100.0

What do the screens show for `COC(CC(=O)NNC(=S)Nc1ccc(Cl)cc1)OC`?
Mcl1 Noxa PPI: 14.5; Pf gametocyte: 3.6; ABCG2 inh: 1.8; Avidin fluor: 26; Rab7 wt modul: 104.0; Rab2 wt GTP: 99.0; ABCB1 block: 0.9; HRas wt GTP bind: 98.0; Rac1 wt modul: 97.0; Rac1 mut GTP: 97.0; Cdc42 wt: 99.0

What do the screens show for `COC(=O)C1(C(=O)OC)NOC2C(=O)N(N(C)c3ncc(C(F)(F)F)cc3Cl)C(=O)C21` (stereo unspecified)?
Mcl1 Noxa PPI: 17.2; Pf gametocyte: 8.9; ABCG2 inh: 3.9; Avidin fluor: 25; Rab7 wt modul: 98.0; Rab2 wt GTP: 99.0; ABCB1 block: 0.5; HRas wt GTP bind: 100.0; Rac1 wt modul: 104.0; Rac1 mut GTP: 98.0; Cdc42 wt: 100.0

Results for CS(=O)(=O)NCCNc1ccc(Cl)cc1[N+](=O)[O-] ?
Mcl1 Noxa PPI: 5.5; Pf gametocyte: 15.8; ABCG2 inh: 13.7; Avidin fluor: 29; Rab7 wt modul: 103.0; Rab2 wt GTP: 98.0; ABCB1 block: 1.7; HRas wt GTP bind: 99.0; Rac1 wt modul: 97.0; Rac1 mut GTP: 94.0; Cdc42 wt: 96.0

What do the screens show for `O=c1c(Br)c(N2CCCCC2)cnn1-c1ccccc1`?
Mcl1 Noxa PPI: 21.4; ABCG2 inh: 3.0; Avidin fluor: 10; Rab7 wt modul: 101.0; Rab2 wt GTP: 100.0; ABCB1 block: 0.1; HRas wt GTP bind: 102.0; Rac1 wt modul: 103.0; Rac1 mut GTP: 100.0; Cdc42 wt: 104.0

Results for NC(=O)CN1C(=O)C(O)(CC(=O)/C=C\c2ccc3c(c2)OCO3)c2ccccc21 (stereo unspecified) ?
Mcl1 Noxa PPI: 17.8; Pf gametocyte: 13.5; ABCG2 inh: 10.0; Avidin fluor: 13; Rab7 wt modul: 103.0; Rab2 wt GTP: 101.0; ABCB1 block: 0.6; HRas wt GTP bind: 99.0; Rac1 wt modul: 99.0; Rac1 mut GTP: 96.0; Cdc42 wt: 98.0

What do the screens show for `O=C(c1ccc(N2CCN(CCO)CC2)nc1)N1CCOCC1`?
Mcl1 Noxa PPI: -10.7; ABCG2 inh: 1.0; Avidin fluor: 2; Rab7 wt modul: 96.0; Rab2 wt GTP: 99.0; ABCB1 block: -0.1; HRas wt GTP bind: 99.0; Rac1 wt modul: 100.0; Rac1 mut GTP: 97.0; Cdc42 wt: 95.0

How did CN(C)c1ccc(C2CC(=O)NC3=C2C(=O)CC(C)(C)C3)cc1 (stereo unspecified) do in these assays?
Mcl1 Noxa PPI: -9.2; Pf gametocyte: 9.9; ABCG2 inh: 0.1; Avidin fluor: 34; Rab7 wt modul: 100.0; Rab2 wt GTP: 101.0; ABCB1 block: 0.1; HRas wt GTP bind: 102.0; Rac1 wt modul: 105.0; Rac1 mut GTP: 100.0; Cdc42 wt: 101.0

Results for CCCCN(CCCC)C(=O)c1cc(Cl)ccc1[N+](=O)[O-] ?
Mcl1 Noxa PPI: -3.9; Pf gametocyte: -7.8; ABCG2 inh: 32.5; Avidin fluor: 14; Rab7 wt modul: 95.0; Rab2 wt GTP: 100.0; ABCB1 block: 1.7; HRas wt GTP bind: 100.0; Rac1 wt modul: 102.0; Rac1 mut GTP: 102.0; Cdc42 wt: 102.0

Results for OC(COCC1COc2ccccc2O1)CN1CCCCC1 (stereo unspecified) ?
Mcl1 Noxa PPI: 21.6; Pf gametocyte: 1.9; ABCG2 inh: 0.7; Avidin fluor: 6; Rab7 wt modul: 95.0; Rab2 wt GTP: 97.0; ABCB1 block: 0.1; HRas wt GTP bind: 96.0; Rac1 wt modul: 100.0; Rac1 mut GTP: 98.0; Cdc42 wt: 98.0

Results for Cc1cccc(CN2CCN(CC(=O)O)C2=O)c1 ?
Mcl1 Noxa PPI: -9.1; ABCG2 inh: 3.2; Avidin fluor: 21; Rab7 wt modul: 99.0; Rab2 wt GTP: 98.0; ABCB1 block: 0.5; HRas wt GTP bind: 100.0; Rac1 wt modul: 107.0; Rac1 mut GTP: 104.0; Cdc42 wt: 104.0

Results for CCC(C(=O)OCCN(CC)CC)c1ccccc1 (stereo unspecified) ?
Mcl1 Noxa PPI: 6.7; ABCG2 inh: -1.0; Avidin fluor: 8; Rab7 wt modul: 103.0; Rab2 wt GTP: 100.0; ABCB1 block: -0.3; HRas wt GTP bind: 102.0; Rac1 wt modul: 102.0; Rac1 mut GTP: 100.0; Cdc42 wt: 103.0

How did Cc1cc(C(=O)CN2C(=O)C(=O)N(C3CCCC3)C2=O)c(C)n1-c1ccc(F)cc1 do in these assays?
Mcl1 Noxa PPI: 5.4; Pf gametocyte: -0.7; ABCG2 inh: 2.0; Avidin fluor: 10; Rab7 wt modul: 103.0; Rab2 wt GTP: 96.0; ABCB1 block: 0.5; HRas wt GTP bind: 99.0; Rac1 wt modul: 98.0; Rac1 mut GTP: 93.0; Cdc42 wt: 95.0

Results for CS(=O)(=O)N(CC(=O)NCc1ccc2c(c1)OCO2)c1ccccc1 ?
Mcl1 Noxa PPI: 8.0; ABCG2 inh: -4.4; Avidin fluor: 12; Rab7 wt modul: 98.0; Rab2 wt GTP: 102.0; ABCB1 block: -5.8; HRas wt GTP bind: 104.0; Rac1 wt modul: 100.0; Rac1 mut GTP: 101.0; Cdc42 wt: 101.0

What do the screens show for `O=C(COC(=O)/C=C/c1ccco1)Nc1ccccc1`?
Mcl1 Noxa PPI: -10.4; Pf gametocyte: 9.8; ABCG2 inh: 6.1; Avidin fluor: 12; Rab7 wt modul: 105.0; Rab2 wt GTP: 95.0; ABCB1 block: 0.5; HRas wt GTP bind: 99.0; Rac1 wt modul: 97.0; Rac1 mut GTP: 93.0; Cdc42 wt: 93.0

What do the screens show for `Cc1ccc(C2(c3ccc(C)cc3)CC2C(=O)NCc2cccnc2)cc1` (stereo unspecified)?
Mcl1 Noxa PPI: 7.8; Pf gametocyte: -1.8; ABCG2 inh: -1.1; Avidin fluor: 7; Rab7 wt modul: 103.0; Rab2 wt GTP: 103.0; ABCB1 block: -0.2; HRas wt GTP bind: 102.0; Rac1 wt modul: 103.0; Rac1 mut GTP: 103.0; Cdc42 wt: 102.0

What do the screens show for `O=C(N/N=C1\CCCc2ccccc21)c1ccc([N+](=O)[O-])cc1Cl`?
Mcl1 Noxa PPI: -32.5; Pf gametocyte: 19.6; ABCG2 inh: -0.2; Avidin fluor: 33; Rab7 wt modul: 99.0; Rab2 wt GTP: 99.0; ABCB1 block: 0.0; HRas wt GTP bind: 101.0; Rac1 wt modul: 102.0; Rac1 mut GTP: 97.0; Cdc42 wt: 104.0

How did CC(=O)Nc1ccc(NC(=S)NC(=O)c2cc3ccccc3o2)cc1 do in these assays?
Mcl1 Noxa PPI: 35.0; ABCG2 inh: 4.8; Avidin fluor: 13; Rab7 wt modul: 96.0; Rab2 wt GTP: 98.0; ABCB1 block: 0.3; HRas wt GTP bind: 99.0; Rac1 wt modul: 101.0; Rac1 mut GTP: 99.0; Cdc42 wt: 103.0

Results for Cc1cc(SCC(=O)N(C)C2CCS(=O)(=O)C2)nc2c(C)cccc12 (stereo unspecified) ?
Mcl1 Noxa PPI: 5.4; ABCG2 inh: 1.7; Avidin fluor: 11; Rab7 wt modul: 102.0; Rab2 wt GTP: 99.0; ABCB1 block: -1.5; HRas wt GTP bind: 98.0; Rac1 wt modul: 99.0; Rac1 mut GTP: 96.0; Cdc42 wt: 96.0

How did C/C(CC(=O)Nc1ccccc1Br)=N\NC(=O)C(=O)N1CCCC1 do in these assays?
Mcl1 Noxa PPI: -2.1; Pf gametocyte: 5.5; ABCG2 inh: -0.5; Avidin fluor: 7; Rab7 wt modul: 100.0; Rab2 wt GTP: 99.0; ABCB1 block: -0.2; HRas wt GTP bind: 98.0; Rac1 wt modul: 99.0; Rac1 mut GTP: 97.0; Cdc42 wt: 99.0

Results for O=C(Nc1nc2c(s1)CCc1ccccc1-2)c1ccco1 ?
Mcl1 Noxa PPI: 21.6; Pf gametocyte: 11.6; ABCG2 inh: 7.8; Avidin fluor: 17; Rab7 wt modul: 102.0; Rab2 wt GTP: 99.0; ABCB1 block: 0.7; HRas wt GTP bind: 99.0; Rac1 wt modul: 100.0; Rac1 mut GTP: 98.0; Cdc42 wt: 101.0

What do the screens show for `Cc1nc2ccc(S(=O)(=O)NCC(=O)N3CCC(C)CC3)cc2s1`?
Mcl1 Noxa PPI: 13.6; ABCG2 inh: -2.0; Avidin fluor: 8; Rab7 wt modul: 102.0; Rab2 wt GTP: 104.0; ABCB1 block: 0.5; HRas wt GTP bind: 102.0; Rac1 wt modul: 107.0; Rac1 mut GTP: 100.0; Cdc42 wt: 103.0

What do the screens show for `N#C/C=C1\n2c(nc3ccccc32)OC12CCCCC2`?
Mcl1 Noxa PPI: 29.9; Pf gametocyte: -15.1; ABCG2 inh: 5.1; Avidin fluor: 6; Rab7 wt modul: 99.0; Rab2 wt GTP: 93.0; ABCB1 block: 0.8; HRas wt GTP bind: 91.0; Rac1 wt modul: 87.0; Rac1 mut GTP: 93.0; Cdc42 wt: 92.0

How did COc1ccc(C(=O)O/N=C(\C)c2ccccc2)cc1 do in these assays?
Mcl1 Noxa PPI: 27.4; Pf gametocyte: -14.2; ABCG2 inh: 22.1; Avidin fluor: 12; Rab7 wt modul: 97.0; Rab2 wt GTP: 98.0; ABCB1 block: 0.3; HRas wt GTP bind: 97.0; Rac1 wt modul: 100.0; Rac1 mut GTP: 99.0; Cdc42 wt: 98.0

Results for Cc1cc(=O)oc2ccc(OCC(=O)O)cc12 ?
Mcl1 Noxa PPI: 20.8; Pf gametocyte: -32.8; ABCG2 inh: 2.1; Avidin fluor: 7; Rab7 wt modul: 99.0; Rab2 wt GTP: 102.0; ABCB1 block: 0.4; HRas wt GTP bind: 101.0; Rac1 wt modul: 101.0; Rac1 mut GTP: 99.0; Cdc42 wt: 103.0
